TGFb SMAD3 inh = TGF-b pathway inhibition; HepG2 CAGA-GFP TGF-b/SMAD3 reporter, GFP fluorescence, 18 h; TGF-beta stimulated, 500 pg/mL final; Potency, µM (doses to about 46.1 µM), inactives show top-dose activity, negative = inhibition, actives largely listed as inhibitors; 410,000 tested, 1.2% active; AID 588855; also: potency is read from the fitted curve at half-maximal effect; % is scaled to controls: 0 for no effect and ±100 for the full control effect; nearly all actives have a fitted effect of over 65% in size
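HEPG2 CAGA-GFP cells (1000/well, DMEM with 1% FBS) were pre-incubated 2 h at 37 degrees C, given compound by pin tool, then stimulated with TGF-beta at 500 pg/mL final for 18 h before per-cell GFP fluorescence imaging.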
ATXN2 expr inh = inhibitors of ATXN2 expression; HEK-293 ATXN2-luciferase reporter, luminescence, 24 h; Potency, µM (series often up to 57 µM), for inactives: at the highest dose activity change, negative = inhibition, actives largely listed as inhibitors; 360,000 tested, 0.72% active; AID 1745845; also: potency is read from the fitted curve at half-maximal effect; % is scaled to controls: 0 for no effect and ±100 for the full control effect; nearly all actives have a fitted effect of over 55% in size
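qHTS (up to 57 uM final) was run with 24 h compound exposure of reporter cells at 37 °C. Each well was multiplexed: SteadyGlo luminescence measured ATXN2-luciferase expression after a fluorogenic Gly-Phe-AFC viability readout (25 uM final).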
HepG2 viability = counter-screen for TGF-b inhibitors: cytotoxicity in HepG2 cells; AID 588856; HepG2 CAGA-GFP viability, ATP luminescence, 18 h; Potency, µM (highest dose often 46.1 µM), for inactives: at the highest dose activity change, negative = cytotoxicity, hits mostly cytotoxic; 410,000 tested, 0.76% active; also: potency is read from the fitted curve at half-maximal effect; some results filed as inactive show a strong effect at the top dose
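HepG2 CAGA-GFP cells (1000/well, DMEM with 1% FBS) received compound, then TGF-beta at 500 pg/mL final, and were incubated 18 hours at 37 degrees C. Viability was read by CellTiter-Glo luminescence. Media-only wells were set as complete cell-killing and DMSO as no toxicity.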
EPAC2 agonist = agonists of human EPAC2 (RAPGEF4) | 360,000 tested, 0.079% active | EPAC2 activation, biochemical qHTS; response scale: 100% = 6.5 mM cAMP response | Q8WZA2 | Potency, µM (top dose mostly 154 µM), without a hit: top-dose activation, actives largely listed as activators; also: potency is read from the fitted curve at half-maximal effect; nearly all actives have a fitted effect of over 50% in size
Target sequence (Q8WZA2 whole entry, looked up): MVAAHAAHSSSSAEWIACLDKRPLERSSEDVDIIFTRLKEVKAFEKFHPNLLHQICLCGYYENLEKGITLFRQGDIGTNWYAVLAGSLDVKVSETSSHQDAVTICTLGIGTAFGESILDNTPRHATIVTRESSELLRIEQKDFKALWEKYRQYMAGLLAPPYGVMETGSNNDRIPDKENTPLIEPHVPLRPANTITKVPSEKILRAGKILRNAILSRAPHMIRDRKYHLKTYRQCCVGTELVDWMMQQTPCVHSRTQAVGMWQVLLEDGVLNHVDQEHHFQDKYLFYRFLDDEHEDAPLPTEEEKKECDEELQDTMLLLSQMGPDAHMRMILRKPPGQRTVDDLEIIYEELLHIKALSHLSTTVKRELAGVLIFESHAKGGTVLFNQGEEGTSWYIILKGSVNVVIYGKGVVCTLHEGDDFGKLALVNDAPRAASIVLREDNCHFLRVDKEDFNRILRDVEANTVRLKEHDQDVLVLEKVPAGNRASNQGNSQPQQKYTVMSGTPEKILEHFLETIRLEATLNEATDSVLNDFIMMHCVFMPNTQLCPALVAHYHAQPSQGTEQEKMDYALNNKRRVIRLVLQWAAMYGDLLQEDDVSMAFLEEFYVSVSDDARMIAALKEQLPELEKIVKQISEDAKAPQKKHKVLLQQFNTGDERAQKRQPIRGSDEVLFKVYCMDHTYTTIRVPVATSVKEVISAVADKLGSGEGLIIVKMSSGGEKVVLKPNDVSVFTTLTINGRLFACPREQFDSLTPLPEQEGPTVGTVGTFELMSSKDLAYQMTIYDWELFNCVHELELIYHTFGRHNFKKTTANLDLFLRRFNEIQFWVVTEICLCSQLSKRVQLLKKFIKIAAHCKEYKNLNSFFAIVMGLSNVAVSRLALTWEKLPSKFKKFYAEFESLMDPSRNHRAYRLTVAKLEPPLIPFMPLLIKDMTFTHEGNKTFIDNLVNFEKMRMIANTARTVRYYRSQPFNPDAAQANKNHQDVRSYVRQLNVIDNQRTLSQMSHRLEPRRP
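Exchange assay: 100 nM EPAC2 with 250 nM Rap1B-BODIPY-GDP and 50 uM GDP. Fluorescence (ex 480/em 540 nm) read every 5 min for 30 min at room temperature. Data normalized to 6.5 mM cAMP as agonist control.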
S2 tox = reduces viability in counter-screen for ATXN expression inhibitors; S2 cells (HEK-293 line with an ATXN2-luciferase reporter) viability, CellTiter-Fluor protease fluorescence, 24 h; Potency, µM (top dose mostly 56.7 µM), usual class: cytotoxic; 400,000 tested, 0.49% active; also: potency is read from the fitted curve at half-maximal effect; nearly all actives have a fitted effect of over 40% in size
Nrf2 inh = inhibitors of Nrf2 signaling; A549 ARE-Fluc reporter, luciferase luminescence, 18-24 h; Potency, µM (highest dose often 46 µM), inactives show at the top dose activity change, negative = inhibition, actives largely listed as inhibitors; 360,000 tested, 2.1% active; also: potency is read from the fitted curve at half-maximal effect; % is scaled to controls: 0 for no effect and ±100 for the full control effect; nearly all actives have a fitted effect of over 60% in size
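Nrf2 activity is the BugLite luminescence, read 15 min after reagent at room temperature, following CellTiter-Fluor cytotoxicity readout (30 min, 37C). Compound titrations were applied for 18-24 h to 5000 A549 ARE_Fluc cells/well in 5% FBS OPTI-MEM.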
Nrf2 ARE act = activators of Nrf2 (ARE) signaling. AREc32 ARE-luciferase reporter (MCF7-derived line), luminescence, 24 h. Potency, µM (top dose mostly 46.1 µM), without a hit: at the top dose activation, usual class: activators. 410,000 tested, 0.31% active; also: potency is read from the fitted curve at half-maximal effect; % of control where 0% means no effect; nearly all actives have a fitted effect of over 65% in size
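AREc32_Fluc, 1000 cells/well, OPTI-MEM + 5% FBS, o/n 37 deg C 5% CO2; 23 nL cpd by pin tool, 24 hr; Steady-Glo 30 min RT, luminescence.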
A549 tox = kills or reduces viability of A549 cells in Nrf2 counter-screen; Potency, µM (top dose mostly 46 µM), for inactives: at the highest dose activity change, negative = cytotoxicity, actives largely listed as inhibitors; A549 ARE-Fluc cells, CellTiter-Fluor viability, 18-24 h; 390,000 tested, 0.16% active; also: potency is read from the fitted curve at half-maximal effect; % is scaled to controls: 0 for no effect and ±100 for the full control effect
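Cytotoxicity counterscreen: CellTiter-Fluor fluorescence was measured in A549 ARE_Fluc cells after 18-24 h of compound exposure in a concentration series. The subsequent BugLite luminescent read reports ARE-luciferase activity.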
IL-2 act = activators of IL-2. activation, % (series mostly up to about 46 µM). IL-2 activation reporter assay, cell-based qHTS; stimulated with anti-CD3/CD4/CD28 beads; in transgenic mouse T cells. 360,000 tested, 0.065% active; in the data active = activation above about 50%; inconclusive = mostly about 30% to 49%; also: 0% is about no effect
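Readout: EGFP and DsRed signals by fluorescent plate cytometry. Unstimulated transgenic mouse T cells received compound 60 min before antibody-bead stimulation, then incubated 18 h at 37 degrees C.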
* = called active by the depositor; i = inactive; ? = inconclusive; nt = no result given; [ ] = another dose, or the depositor's remark. Unless noted, calls follow the shape of the dose curve; as a rule, active = well fitted curve in the direction sought with a large enough effect; inconclusive = small, poorly fitted or top-dose-only effect, or another doubt; inactive = no such curve, though single readings can be large; an effect the other way counts as inactive or inconclusive.

Every second line gives: TGFb SMAD3 inh, ATXN2 expr inh, EPAC2 agonist, A549 tox, Nrf2 inh, HepG2 viability, IL-2 act, Nrf2 ARE act, S2 tox
> COC(=O)C1=C(C)N(C)C(=O)NC1c1ccsc1 (configuration not stated)
    2.4%, nt, 9.0%, ?, 10.4%, 1.3%, 0.7, 5.1%, i
> Cc1csc(=O)n1CCC(=O)OCC(=O)Nc1cccc(C#N)c1
    -16.1%, 3.1%, 2.2%, -0.1%, -0.8%, -0.7%, 2.2, -0.6%, i
> CC(=O)Nc1cccc(NC(=O)C(=O)c2cn(CC(=O)N3CCCC3)c3ccccc23)c1
    8.5%, nt, 2.3%, nt, nt, -0.5%, -0.2, 2.8%, i
> COc1ccc(CNC(=O)c2cccc(N(C)C)c2)cc1
    -1.1%, 10.0%, -10.2%, -3.2%, 28.7%, 13.5%, 6.1, -0.5%, i
> O=C1CCCC2=C1C(c1ccccc1)NC(=S)N2 (configuration not stated)
    -0.2%, 5.5%, 9.6%, 0.0%, -2.1%, -2.7%, -0.1, -0.3%, i
> Cc1cccc(OCCCOc2cccc3cccnc23)c1C
    ?, -5.5%, 7.2%, 13.7%, nt, -48.9%, -0.7, 2.9%, i
> NS(=O)(=O)c1ccc(NC(=O)COC(=O)COc2cccc(C(F)(F)F)c2)cc1
    -13.3%, nt, -2.2%, 0.0%, -19.6%, -11.9%, 1.8, 0.5%, nt
> O=c1cc(CN2CCCc3ccccc32)nc2sccn12
    43.0%[activator], 10.5%, 11.1%, 3.8%, -9.4%, -18.6%, -0.5, 10.1%, i
> COc1cc(C(C[N+](=O)[O-])c2c(N)n(C)c(=O)n(C)c2=O)ccc1O (configuration not stated)
    ?, ?, 2.9%, ?, ?, -41.3%, -0.8, ?, ?
> CCOc1ccc(N2C(=O)/C(=C/c3cc(OC)c(OC)c(OC)c3)N(CC(=O)OC)C2=S)cc1
    -1.7%, -26.5%, -2.7%, ?, ?, -29.5%, -1.8, 5.6%, ?
> COc1ccc(-n2nnc(-c3nc(-c4ccc5c(c4)OCO5)no3)c2C)cc1Cl
    nt, nt, nt, 3.0%, ?, 1.7%, nt, -0.4%, nt
> Clc1cccc(-c2nc3ccccn3c2Nc2ccc3c(c2)OCCO3)c1
    ?, ?, nt, -25.0%, ?, -18.1%, nt, 1.7%, ?
> O=c1nc2n(c3ncccc13)CCC2
    -1.3%, 2.9%, 9.6%, -0.2%, -0.9%, -2.3%, -1.8, -0.5%, i
> ON(CCc1ccncc1)Cc1ccccc1
    0.1%, -24.0%, 2.4%, -0.4%, -3.4%, -0.8%, 0.5, -0.8%, i
> C/C(=N\NS(=O)(=O)c1cccc([N+](=O)[O-])c1)c1cccnc1
    19.1%, 0.9%, 8.6%, -2.2%, -13.9%, 4.2%, 5.6, 0.7%, i
> Cc1cc(C(=O)Nc2sc3c(c2C#N)CCC(C)C3)cs1 (configuration not stated)
    17.0%, 2.1%, 10.0%, -17.4%, ?, -16.6%, 1.1, 4.9%, i
> CCCCn1nnnc1C(c1cc2ccccc2o1)N1CCN(c2ccccc2F)CC1 (configuration not stated)
    nt, 5.8%, 12.6%, nt, nt, nt, -0.3, 1.3%, i
> O=C(CNC(=O)c1ccco1)NCC(=O)OCc1ccccc1Cl
    4.1%, -9.5%, 10.9%, 2.5%, -2.8%, 6.8%, -0.6, -1.0%, i
> COc1cccc(/C=N/NC(=O)CC(C)O)c1OC/C=C/c1ccccc1 (configuration not stated)
    -9.0%, ?, 4.4%, -3.9%, -1.3%, -28.7%, -3.0, -1.0%, i
> O=C(Nc1ccc(OC(F)F)cc1)c1cc[n+]([O-])cc1
    11.8%, -4.3%, 14.2%, 1.1%, 5.3%, 7.7%, -2.5, 0.4%, i
> CN(C(=O)Cc1ccccc1OC(=O)c1ccccc1)c1ccccc1I
    -8.6%, nt, nt, 2.7%, 3.8%, 8.5%, nt, nt, nt
> COc1ccc(CCCc2nc3ccccc3[nH]2)cc1
    0.4%, 9.2%, 0.4%, 8.9%, 43.4%, -9.9%, -1.4, 0.4%, i
> CN1CCN(c2nc3c(c(=O)[nH]c(=O)n3C)n2Cc2cccc(Br)c2)CC1
    12.7%, -9.2%, 3.3%, -1.1%, -8.8%, -17.1%, 1.9, 0.3%, i
> Nc1nnc(-c2ccco2)s1
    -0.8%, -7.2%, 1.0%, 0.7%, 5.4%, -20.2%, -0.9, -0.2%, i
> CC1(C)CC(=O)C(=Cc2cn(-c3ccccc3)nc2-c2ccccc2)C(=O)C1
    -0.8%, nt, 10.8%, 0.4%, 0.1%, 10.5%, -0.7, 0.4%, ?
> Cc1nc2c(C(=O)NCCc3ccc(Cl)cc3)cnn2c(C)c1Cc1c(F)cccc1Cl
    -20.3%, nt, nt, 1.6%, nt, -8.1%, nt, -1.0%, nt
> COc1cc(-c2nnc(SC/C=C/c3ccccc3)n2N)cc(OC)c1OC
    6.4%, 1.7%, -1.0%, 4.7%, -10.1%, 2.9%, 0.7, 0.3%, i
> COc1ccc(S(=O)(=O)NCCc2csc3nc(-c4cccc(C)c4)nn23)cc1F
    0.0%, nt, nt, -10.7%, nt, -19.9%, nt, 5.2%, nt
> CCOC(=O)c1csc(COc2ccc(OC)cc2)n1
    22.4%, 21.4%, 5.8%, 0.7%, ?, 27.5%, -0.5, -0.8%, i
> S=C(Nc1ccccc1Cl)N(Cc1cccnc1)Cc1ccco1
    6.9%, 7.7%, 0.0%, -0.2%, ?, 4.5%, -2.5, -0.6%, i
> CCCS(=O)(=O)N1CCCC(C(=O)NCCCN(CC)c2cccc(C)c2)C1 (configuration not stated)
    -7.8%, -7.5%, -25.5%, 1.0%, -21.1%, 6.4%, 0.2, -0.4%, ?
> CC(=O)N1CCN(c2nc3c(F)cc(F)cc3s2)CC1
    -11.7%, nt, nt, 7.1%, nt, 2.1%, nt, 2.6%, nt
> Cc1cc([N+](=O)[O-])ccc1-c1ccc(/C=N/NC(=O)Cc2ccccc2)o1
    -16.9%, -5.2%, -16.1%, -5.6%, 3.6%, -20.9%, 18.4, 2.6%, i
> COc1ccc(/C(O)=C2/C(=O)C(=O)N(Cc3cccnc3)C2c2ccccn2)cc1 (configuration not stated)
    0.0%, -4.0%, 5.5%, -0.3%, 8.1%, -53.4%, -0.6, -0.4%, i
> N/C(=N\N=Cc1ccc2c(c1)OCO2)NN=Cc1ccc2c(c1)OCO2
    ?, 0.0%, 5.8%, 11.0%, 6.4%, -42.1%, -5.4, 14.0%, 29.9µM*
> Cc1ccc(C(=O)OCC(=O)c2ccc(S(=O)(=O)N3CCCCC3)cc2)o1
    0.0%, 10.2%, 6.4%, -2.5%, -1.9%, -68.7%, 0.2, 2.5%, i
> COc1ccc2c(c1OC)C(=O)N1C2SC(C)(C)[C@H]1C(=O)NC1CCCC1 (some centres not stated)
    -0.6%, -1.4%, 9.9%, 11.6%, -10.2%, -58.1%, 0.6, -0.6%, i
> CC(=O)Nc1ccc(NC(=O)CCc2c(C)nc3c(c(C)nn3-c3ccccc3)c2C)cc1
    29.7%, -12.5%, nt, 1.7%, 0.7%, 6.2%, nt, -0.9%, i
> CN(C)c1ccc(Nc2nc3ccccc3n3nnnc23)cc1
    ?, nt, nt, -10.1%, ?, -24.2%, nt, -0.4%, nt
> Cc1ccc(C)c(C(O)c2ncc(-c3ccccc3Cl)[nH]2)c1 (configuration not stated)
    -23.8%, 0.4%, 12.7%, nt, nt, -21.8%, 5.9, 0.0%, i
> CC(C)c1nc(C(N)=O)c2[nH]c(=O)n(-c3ccc(F)cc3)c2n1
    -4.8%, 8.1%, -1.9%, -5.8%, 1.9%, -0.3%, -1.2, -0.4%, i
> COc1ccccc1N1CCN(C(=O)C(=O)c2cn(CC(=O)N3CCCCCC3)c3ccccc23)CC1
    -17.9%, -3.2%, -3.3%, -4.5%, -2.6%, -23.6%, -0.2, 0.4%, i
> COc1ccc(NC(=O)c2ccc(-c3nc(CSc4ccccc4)c(C)o3)cc2)cc1OC
    ?, -12.4%, nt, -14.7%, ?, -83.8%, nt, 3.8%, i
> Cc1cc(NC(=O)C23CCC(C)(C(=O)O2)C3(C)C)no1 (configuration not stated)
    -8.0%, -12.8%, 5.0%, -22.7%, -8.8%, 0.4%, -0.8, -0.2%, i
> CN1CCN(NC(=O)Nc2ccc(F)cc2)CC1
    17.9%, -1.2%, 4.3%, 0.2%, 4.1%, 5.3%, -1.3, -0.2%, i
> COc1ccc(/C=N/n2c(-c3ccccc3)n[nH]c2=S)cc1
    -10.2%, -8.7%, 11.4%, 1.8%, -10.1%, -25.1%, -0.3, 2.9%, i
> CCOC(=O)N1CCN(C(=O)c2cccn3c(=O)c4cc(Br)ccc4nc23)CC1
    10.1%, -8.8%, 2.1%, 2.2%, -3.7%, 18.3%, -0.6, 0.5%, nt
> Cc1cccc(CSc2nnc(CCCCCNC(=O)OC(C)(C)C)o2)c1
    ?, -36.5%, 6.7%, ?, ?, -36.2%, -0.8, 0.3%, i
> NC(=O)C1CCN(C(=O)c2cc(S(=O)(=O)N3CCN(c4ccccc4)CC3)ccc2Cl)CC1
    -1.6%, -8.1%, 3.8%, -3.7%, -14.7%, 2.8%, 0.9, 0.0%, i

High-throughput results: PubChem, National Center for Advancing Translational Sciences (NCATS)
